FXIa inh mix – inhibitors of human coagulation factor XIa, pooled mixtures; AID 680; P03951; inhibition, % at 5 µM; actives 0.19% (n = 62,000); purified FXIa, fluorogenic substrate;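 also: each value is inhibition by a whole ten-compound pool holding the compound; 0% = enzyme with no mixture and 100% = wells lacking enzyme; strong numbers were not always called active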
CatS inh – inhibitors of human cathepsin S | recombinant cathepsin S, AMC dipeptide fluorescence, pooled mixtures | inhibition, %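 (tested at 5 µM per compound within 10-compound mixtures)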 | P25774 | actives 0.06% (n = 62,000); in the data active = inhibition above about 32%, passing the limit was not always enough;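 also: 0% = enzyme without compound and 100% = blank without enzyme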
Target sequence (P25774 115-331 limits assumed): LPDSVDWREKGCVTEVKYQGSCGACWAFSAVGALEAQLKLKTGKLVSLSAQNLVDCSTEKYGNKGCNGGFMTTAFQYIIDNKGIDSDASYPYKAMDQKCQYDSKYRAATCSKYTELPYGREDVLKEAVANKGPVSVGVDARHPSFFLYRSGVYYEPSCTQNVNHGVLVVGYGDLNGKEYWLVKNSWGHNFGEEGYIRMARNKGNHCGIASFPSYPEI
PKA kinase inh – PKA (human) kinase inhibition. AID 524. P17612. actives 0.1% (n = 65,000). PKA Kemptide phosphorylation, Kinase-Glo ATP luminescence. inhibition, % at 6 µM;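 active = inhibition above the screen-wide mean inhibition plus 3 SD, cut at about 21% in these data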; also: many of its hits are not listed in these tables
ROCK2 blocker – blocks human Rho kinase 2 activity | purified ROCK2, Kinase-Glo ATP depletion luminescence | actives 0.35% (n = 60,000) | inhibition, % at 6 µM | O75116;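 active = inhibition above the screen-wide mean inhibition plus 3 SD, cut at about 18% in these data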;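 also: plate controls were DMSO wells for no effect and Y-27632 control wells after no-enzyme background subtraction for full effect; many of its hits are not listed in these tables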
FXIIa inh mix – factor XIIa (human) inhibition, mixture screen. P00748. purified FXIIa, fluorogenic substrate, pooled mixtures. inhibition, % at 5 µM. actives 0.2% (n = 62,000). AID 684;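 also: 0% = enzyme without compound and 100% = no enzyme blank; some results filed as inactive read as strong as hits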
JNK3 inh – JNK3 (human) kinase inhibition | P53779 | actives 0.61% (n = 60,000) | inhibition, % at 8 µM | purified JNK3 kinase activity, HTS | AID 746; in the data active = inhibition above about 17%;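 also: 0% = DMSO and 100% = reference inhibitor; many of its hits are not listed in these tables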
Target sequence (P53779 whole entry, looked up): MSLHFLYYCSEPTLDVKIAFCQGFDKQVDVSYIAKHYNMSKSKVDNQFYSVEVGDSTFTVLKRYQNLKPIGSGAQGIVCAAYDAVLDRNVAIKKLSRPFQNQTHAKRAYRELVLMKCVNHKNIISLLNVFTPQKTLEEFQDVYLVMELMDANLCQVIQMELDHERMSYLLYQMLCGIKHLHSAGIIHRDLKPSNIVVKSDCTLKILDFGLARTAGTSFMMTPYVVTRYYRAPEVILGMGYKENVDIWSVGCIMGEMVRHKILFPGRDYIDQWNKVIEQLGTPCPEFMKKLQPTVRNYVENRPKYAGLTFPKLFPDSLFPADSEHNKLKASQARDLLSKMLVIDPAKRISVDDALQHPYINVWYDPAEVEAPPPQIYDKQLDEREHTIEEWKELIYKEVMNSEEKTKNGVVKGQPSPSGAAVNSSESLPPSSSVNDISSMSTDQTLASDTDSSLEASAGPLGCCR
C1s inh – human complement C1s inhibition. P09871. purified C1s, fluorogenic AMC substrate, pooled mixtures. mean inhibition % of two 10-compound mixtures (hits give high values), % at 5 µM (by protocol). actives 0.16% (n = 62,000). AID 538;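 active = inhibition above 20% in each of the two 10-compound mixture wells holding the compound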;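 also: 0% = enzyme wells lacking compound mixture and 100% = no-enzyme blank wells; some compounds called inactive have numbers as strong as hits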
CatG inh – cathepsin G (human) inhibition; purified enzyme, AMC-tetrapeptide fluorescence, pooled mixtures; actives 0.2% (n = 62,000); AID 581; P08311; inhibition, % at 5 µM (by protocol);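 active = inhibition above 20% in each of the two mixture wells holding the compound; inactive = inhibition of 20% or less in either well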;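 also: 0% = enzyme control without mixture and 100% = blank lacking enzyme; strong numbers were not always called active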
CatL inh – blocks human cathepsin L protease activity | P07711 | purified cathepsin L, fluorogenic substrate, fluorescence | inhibition, %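 (tested at 10 µM)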 | actives 0.17% (n = 58,000) | AID 460; in the data active = inhibition above about 45%;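 also: 0% = enzyme with no compound and 100% = no enzyme blank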
Target sequence (P07711 114-288 limits assumed): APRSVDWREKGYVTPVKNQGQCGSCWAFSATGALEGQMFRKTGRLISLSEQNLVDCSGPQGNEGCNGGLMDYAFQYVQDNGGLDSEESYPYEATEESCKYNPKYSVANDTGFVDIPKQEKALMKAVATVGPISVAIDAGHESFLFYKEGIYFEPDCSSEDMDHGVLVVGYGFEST
Target sequence (P07711 292-333 limits assumed): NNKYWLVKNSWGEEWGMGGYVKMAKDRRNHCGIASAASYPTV
Starred values were filed as active, the others as inactive; nt = no result given. Rule as the data show it, unless noted: active = inhibition above about 20% (passing the limit was not always enough); inactive = the rest. Random draw from the library; about 1.5% have a hit in one of these screens.

SMILES	FXIa inh mix	CatS inh	PKA kinase inh	ROCK2 blocker	FXIIa inh mix	JNK3 inh	C1s inh	CatG inh	CatL inh
Cc1nc2ccc(S(=O)(=O)NC(CC(C)C)C(=O)O)cc2s1 (centres undefined)	7	3	1	1	7	8	-3	9	-1
CC(C)c1ccc(NC(=O)C(c2ccc3c(c2)OCO3)N2CCC3(CC2)OCCO3)cc1 (centres undefined)	7	-2	5	-3	0	3	16	10	-10
O=C(c1cccs1)N1CCN(C/C=C/c2ccccc2)CC1	3	11	-1	-2	-34	-3	15	9	8
O=S1(=O)CCN2C(c3ccco3)=CSC2=N1	4	-1	3	nt	2	nt	12	8	nt
NC(N)=NS(=O)(=O)c1ccc(N)cc1	-13	-13	-2	-1	8	-6	-83	-5	-1
COc1ccc(Cn2nnnc2CN2CCc3ccccc32)cc1	9	0	-3	0	12	-10	-1	1	-9
Cc1ccc(SCC(=O)NCCCN2CCOCC2)cc1	5	-4	2	2	9	-2	-13	0	-7
COc1cccc(OC)c1OCCCOc1c(OC)cccc1OC	2	15	4	3	8	-2	-36	-4	6
COc1cccc(-c2nc(CC(=O)O)cs2)c1OC	0	-11	9	5	7	-2	-20	-12	2
CCSc1nc2ccccc2n1CC(N)=O	10	9	13	7	3	-1	5	1	7
CCCCN(C)C(=O)C1CCN(Cc2ccccn2)CC1	-3	1	9	7	4	-1	-1	-2	5
CC(C)(C)NCc1cccn1-c1sc2c(c1C#N)CCCC2	11	-4	1	1	10	-7	9	9	1
Cn1nnc(NC(=O)CSc2ccc(Cl)cc2)n1	11	1	6	6	2	1	7	6	7
Cn1c(=O)c2cc(S(=O)(=O)N3CCN(c4cccc(C(F)(F)F)c4)CC3)ccc2n(C)c1=O	5	1	2	nt	3	nt	0	2	nt
Cc1c(=O)n(OCc2c(F)cccc2F)c2ccccc2[n+]1[O-]	nt	nt	6	5	nt	1	nt	nt	7
Cc1cc(=O)n2nc(N3CCCC(C(=O)NCCc4ccccc4)C3)sc2n1 (centres undefined)	0	-3	1	2	6	-3	-96	-1	21
O=C(c1ccccc1)n1ccc2ccccc21	12	-6	6	6	9	-5	6	11	-2
COc1ccc(OCC(=O)Nc2ccc(S(=O)(=O)N3CCOCC3)cc2)cc1	-4	6	12	6	7	0	-6	7	nt
CC(C(=O)NC1CCCc2ccccc21)N1CCN(Cc2ccc3c(c2)OCO3)CC1 (centres undefined)	-13	6	6	4	-13	0	-22	4	13
CCn1cc(Br)c(C(=O)NCc2ccco2)n1	0	2	-1	2	6	0	14	14	12
Cc1noc(C)c1C(=O)OCC(=O)NCCC1=CCCCC1	6	-5	13	9	-25	-3	7	9	8
COC(=O)c1ccc(C2C(C(C)=O)=C(O)C(=O)N2CCO)cc1 (centres undefined)	-3	-1	4	-1	2	-1	-9	8	-3
Cc1nc2ccc(S(=O)(=O)NC(C(=O)NCc3ccco3)C(C)C)cc2s1 (centres undefined)	17	3	-6	-1	-3	-8	0	-2	nt
CCc1ccc(N2CSC3=C(C#N)C(c4cccs4)CC(=O)N3C2)cc1 (centres undefined)	4	4	7	8	11	17	10	10	17
CCc1nnc(NC(=O)CSc2nnc3scc(-c4ccc(C)cc4)n23)s1	-2	-6	8	4	-1	3	-28	-9	-3
SMILES	FXIa inh mix	CatS inh	PKA kinase inh	ROCK2 blocker	FXIIa inh mix	JNK3 inh	C1s inh	CatG inh	CatL inh
CCCc1nc(NC2CCCCC2)c(C#N)c2c1COC(C)(C)C2	nt	nt	5	-6	nt	-1	nt	nt	-22
N#Cc1nc(-c2cccs2)oc1N1CCN(c2ccccc2)CC1	-2	1	5	2	-16	7	7	8	2
CN(C)CCCN1C(=O)C(=O)/C(=C(/O)c2ccc(OCc3ccccc3)cc2)C1c1cccnc1 (centres undefined)	3	-9	4	-3	4	-2	1	1	nt
O=C(CNCCC1=CCCCC1)Nc1ccccc1N1CCCCC1	-20	-8	3	0	-1	1	-49	-12	7
COC(=O)Cc1ccc2c3ccccc3n(C)c2c1	-8	11	nt	nt	12	nt	-15	6	24
COc1ccc(S(=O)(=O)N(C)CC(=O)N2CCOCC2)cc1Cl	-4	-2	3	7	5	-1	-24	11	12
Cc1ccc(C)c(N2CCN(C(=O)C3CCN(c4nc(C)cc(C)n4)CC3)CC2)c1	45	8	2	2	5	-1	12	31	-5
CCOC(=O)c1c(C)n(CC(O)c2ccccc2)c2ccc(O)cc12 (centres undefined)	5	1	-3	-5	4	-3	-5	3	4
COc1ccc(S(=O)(=O)N2CCC(C(=O)Nc3ccc(OC)c(OC)c3)CC2)cc1C	2	4	10	9	3	0	-6	-1	3
CCc1ccccc1NC1=NCC(=O)N1C1CCCCC1	-4	4	8	8	-1	2	-18	-2	6
c1ccc(CNc2c3c(nc4ncnn24)CCCC3)nc1	12	1	0	nt	-22	nt	6	4	-1
CCOc1ccc(S(=O)(=O)N2CCN(c3ccccc3)CC2)c2cccnc12	0	9	8	5	1	0	-24	-1	11
CCOc1ccccc1C(=O)Nc1cc(Cl)ccc1O	1	13	10	6	4	-2	0	0	12
Cc1nc(/N=C\N(C)C)sc1C(=O)Nc1ccccc1	4	-1	9	6	9	0	13	9	10
Cc1ccc(SC(C)c2nc(-c3ccncc3)no2)cc1 (centres undefined)	9	5	10	15	21	1	9	12	14
COc1cccc(NS(=O)(=O)c2ccc3[nH]cc(C(=O)NCCCOC(C)C)c(=O)c3c2)c1	-3	7	0	-4	-4	4	-6	7	0
COc1ccc(Cl)cc1NC(=O)c1ocnc1C	5	8	0	nt	7	nt	-17	20	3
CCOc1ccc(-n2c(SCC(=O)Nc3ccc4c(c3)OCCO4)nc3c(c2=O)SCC3)cc1	25	-2	8	nt	7	nt	5	11	2
O=C(CC(SCCO)c1ccc(F)cc1)c1ccco1 (centres undefined)	2	11	7	2	4	-4	14	9	nt
Cc1ccccc1-c1noc(-c2ccc(O)cc2)n1	2	-1	-3	0	3	6	-1	8	nt
Cc1ccc(-c2nc3cnccn3c2Nc2ccc3c(c2)OCCO3)o1	4	0	10	nt	13	nt	12	10	1
Cc1cccc(-n2ncc3c(NCc4ccc5c(c4)OCO5)ncnc32)c1	3	0	5	4	4	-1	12	9	nt
CC1(C)CC(=O)C(C2(O)C(=O)N(Cc3ccccc3)c3ccccc32)CO1 (centres undefined)	3	-7	10	9	1	1	-37	2	nt
O=C(NCCOC(=O)c1ccc(C(=O)OCCNC(=O)c2ccccc2)o1)c1ccccc1	-1	17	-4	-6	1	1	-12	-5	-2
CCOc1ccc(CCNC(=O)C2CCN(S(=O)(=O)N3CCOCC3)CC2)cc1OCC	-2	2	8	8	8	8	1	14	9
SMILES	FXIa inh mix	CatS inh	PKA kinase inh	ROCK2 blocker	FXIIa inh mix	JNK3 inh	C1s inh	CatG inh	CatL inh
CCOc1nc(NCCC2=CCCCC2)nc(N2CCOCC2)n1	6	5	-3	1	3	-2	-2	11	13
CC(=O)Nc1nc2ccccc2n1CCOc1ccccc1Cl	10	7	-2	-1	-14	0	-4	0	3
CCOc1ccc(-c2nc(C#N)c(N3CCCCCC3)o2)cc1	-5	-16	1	-2	1	2	-65	-6	-82
O=C(c1cccnc1Nc1ccc2c(c1)CCC2)N1CCOCC1	7	1	12	7	5	6	2	0	35
CC(=O)N(CCC1(C(C)C)CCOC(C)(C)C1)Cc1ccco1 (centres undefined)	-2	0	2	nt	6	nt	-20	6	nt
COc1cc(NS(=O)(=O)c2ccc(NC(=O)c3ccc(C)o3)cc2)nc(OC)n1	5	nt	13	6	-1	5	2	9	-3
CCCCN(CCCNC(=O)C1CCN(S(=O)(=O)N2CCOCC2)CC1)Cc1ccccc1	2	5	8	5	6	2	18	12	16
C=C(C)c1cccc(C(C)(C)NC(=O)N2CCOCC2)c1	8	-6	-4	-1	1	-2	14	10	9
COC(=O)C1CCN(C(=O)NC2CCCCC2)CC1	-20	-16	0	5	1	0	-152	-3	3
Cc1csc2nc(CSc3nncn3-c3ccccc3)c(Br)n12	-7	13	-2	0	1	2	-3	4	19
CCOc1cc(S(=O)(=O)NCc2ccccn2)c(C)cc1C	-3	11	-7	0	5	2	1	-45	11
CCS(=O)(=O)N1Cc2ccccc2CC1C(=O)N1CCN(c2ccccc2)CC1 (centres undefined)	-4	-3	-3	-3	2	-6	-40	2	20
CCOC(=O)C1=C(C)Nc2nnnn2C1c1ccc(OC)c(Br)c1 (centres undefined)	-6	14	10	2	-3	3	-22	-16	-2
O=C(O)CCSc1nc2ccccc2s1	4	-4	9	6	1	0	7	8	6
O=C(C1=C(O)C(=O)N(CCCN2CCOCC2)C1c1ccccn1)c1cccs1 (centres undefined)	nt	nt	5	5	nt	-5	nt	nt	10
O=C1CN(C(=O)CSc2nnc(-c3ccccc3)n2Cc2ccc3c(c2)OCO3)c2ccccc2N1	0	16	9	2	-22	5	-14	-4	4
COC(=O)C1=C(C)Nc2nnnn2C1c1cc(OC)ccc1OC (centres undefined)	-5	13	7	3	12	0	-19	-13	-2
O=C(O)CCNS(=O)(=O)c1ccccc1	-5	-4	2	1	-3	1	-24	-2	23
CCN1CCN(Cc2coc3ccc(C)cc3c2=O)CC1	3	4	2	-2	9	-6	-13	-13	-6
COc1cc(-c2nc3cnccn3c2Nc2ccc3c(c2)OCCO3)ccc1O	-2	-1	12	nt	5	nt	-40	7	-6
CC(C)OC(=O)CSc1nnc(Cc2ccccc2)n1C	1	-9	15	5	2	0	-16	-6	5
N#CC(C#N)C(c1ccsc1)c1c(-c2ccccc2)[nH][nH]c1=O (centres undefined)	nt	nt	6	4	nt	2	nt	nt	18
O=C(Nc1ccc2c(c1)OCCO2)C1CCN(S(=O)(=O)c2ccc(Br)s2)CC1	7	5	5	nt	2	nt	0	0	0
Cc1oc2cc(O)ccc2c(=O)c1-c1cnn(-c2ccccc2)c1	20	14	6	9	3	-1	2	11	19
COCC(=O)Nc1nnc(SCC(=O)NCc2cccs2)s1	-3	6	12	4	10	-3	1	8	18
SMILES	FXIa inh mix	CatS inh	PKA kinase inh	ROCK2 blocker	FXIIa inh mix	JNK3 inh	C1s inh	CatG inh	CatL inh
O=C(CCS(=O)(=O)c1ccc(Br)cc1)NCc1cccs1	3	9	10	4	-18	-1	-18	-12	-3
Cc1ccc(Cl)cc1NS(=O)(=O)c1c(C)[nH]c(=O)[nH]c1=O	10	1	9	6	-21	9	-2	0	3
O=c1[nH]cnc2scc(-c3ccsc3)c12	2	-8	-3	nt	-7	nt	-30	-4	-6
CCCNS(=O)(=O)c1ccc(OCC(=O)N2CCC(C(=O)OCC)CC2)cc1	2	-9	0	-1	1	7	-24	6	11
CCC(C(=O)Nc1nccs1)(C(F)(F)F)C(F)(F)F	nt	nt	5	6	nt	-6	nt	nt	5
COc1ccc(C2CC(=O)C(C=NCCN3CCOCC3)=C(O)C2)cc1 (centres undefined)	-4	-9	8	2	1	2	-54	1	-5
CC1CCCC(C)N1C(=O)CSc1nnc(NC(=O)Cc2cccs2)s1 (centres undefined)	13	13	-3	0	11	1	16	14	27
Clc1ccc2oc(-c3ccccn3)nc2c1	-4	-3	6	-4	11	-1	-22	3	7
CCSC(SCC)[C@H](O)[C@@H](O)[C@H](O)[C@H](O)CO	10	-7	-11	-3	8	-1	17	9	19
CC(C)(C)NC(=O)NC(=O)COc1ccccc1C#N	9	-1	6	3	1	3	14	-1	-1
COc1cccc(-n2c(SCC(=O)Nc3cc(C)on3)nc3c([nH]c4ccccc43)c2=O)c1	2	-7	-5	3	-17	-1	-43	-3	-10
COc1cccc(NC(=O)c2ncn[nH]2)c1	9	-8	6	10	0	-1	-32	-1	-3
COC(=O)CSc1ccccc1C(=O)OC	5	16	-4	-1	-1	0	1	5	-2
COc1ccc(N2CCN(C(=O)CN(c3ccccc3)S(C)(=O)=O)CC2)cc1	5	8	-4	-4	-3	2	-16	-10	3

Screens from PubChem BioAssay.
